PAFAH2 inh: PAFAH2 (human) inhibition; Q99487; recombinant PAFAH2, FP-rhodamine activity probe, fluorescence polarization; inhibition, % at 3.39 µM; hit rate 0.99% among 340,000;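 active means inhibition above the mean over all tested compounds plus 3 SD, cut at about 30% in these data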;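 further: inhibitors block probe labeling of enzyme so polarization drops; 0% = enzyme with DMSO and 100% = wells lacking PAFAH2 protein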
pPAFAH inh: pPAFAH (human) enzyme inhibition. Q13093. recombinant pPAFAH, FP-rhodamine probe fluorescence polarization. inhibition, % at 3.39 µM. hit rate 1.5% among 330,000;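 active means inhibition above the mean inhibition across the screen plus 3 SD, cut at about 25% in these data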;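 further: inhibitors block binding of the rhodamine activity-based probe so polarization drops; 0% = enzyme with DMSO and 100% = wells lacking pPAFAH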
Target sequence (Q13093 whole entry, looked up): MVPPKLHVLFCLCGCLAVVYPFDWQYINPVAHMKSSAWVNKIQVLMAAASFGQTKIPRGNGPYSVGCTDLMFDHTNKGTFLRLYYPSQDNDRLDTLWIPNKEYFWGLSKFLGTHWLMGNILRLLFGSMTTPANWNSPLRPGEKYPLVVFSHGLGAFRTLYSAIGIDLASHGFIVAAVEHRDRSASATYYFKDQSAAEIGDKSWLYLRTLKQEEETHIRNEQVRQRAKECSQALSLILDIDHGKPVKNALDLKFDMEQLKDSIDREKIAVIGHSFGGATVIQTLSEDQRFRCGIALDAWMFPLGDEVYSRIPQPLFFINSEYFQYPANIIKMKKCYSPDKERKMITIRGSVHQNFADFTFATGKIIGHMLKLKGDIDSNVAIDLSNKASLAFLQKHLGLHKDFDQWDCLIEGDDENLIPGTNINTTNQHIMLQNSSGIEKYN
Fam108B counter: counter-screen for RBBP9 inhibitors: inhibitors of mouse Fam108B; hit rate 0.33% among 300,000; inhibition, % at 9.51 µM; recombinant Fam108B, FP-Rh probe fluorescence polarization;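 active means inhibition above the screen mean inhibition plus 3 SD, computed separately per campaign, cut at about 18% in these data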;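 further: inhibitors lower polarization as less probe binds the enzyme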
PAFAH1B2 FP inh: PAFAH1B2 (human) inhibition. hit rate 1.2% among 340,000. recombinant PAFAH1B2, FP-rhodamine activity probe, fluorescence polarization. P68402. inhibition, % at 3.39 µM;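 active means inhibition above the mean of all tested compounds plus 3 SD, cut at about 24% in these data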;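 further: 0% = enzyme with DMSO and 100% = wells lacking PAFAH1B2; many of its hits are not listed in these tables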
Target sequence (P68402 whole entry, looked up): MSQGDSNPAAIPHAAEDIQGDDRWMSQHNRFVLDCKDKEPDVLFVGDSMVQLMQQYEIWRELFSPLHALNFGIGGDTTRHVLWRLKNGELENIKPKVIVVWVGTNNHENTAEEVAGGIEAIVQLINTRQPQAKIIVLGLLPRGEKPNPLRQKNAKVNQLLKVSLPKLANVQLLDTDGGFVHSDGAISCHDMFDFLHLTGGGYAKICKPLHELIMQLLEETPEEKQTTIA
PAFAH1B3 inh: inhibitors of human PAFAH1B3 | inhibition, % at 3.39 µM | recombinant PAFAH1B3, FP-rhodamine probe, fluorescence polarization | AID 492972 | hit rate 0.28% among 340,000;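 active means inhibition above the screen-wide average of all tested compounds plus 3 SD, cut at about 25% in these data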;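 further: 0% = enzyme with DMSO only and 100% = wells lacking PAFAH1B3 protein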
LYPLA1 counter: counter-screen for PME1 inhibitors: inhibitors of human LYPLA1; recombinant LYPLA1, FP-Rh probe fluorescence polarization; inhibition, % at 5.9 µM; AID 2174; hit rate 0.16% among 320,000;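 active means inhibition above the mean of all tested compounds plus 3 SD, set per campaign, cut at about 14% in these data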;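 further: inhibitors block serine hydrolase probe labeling of LYPLA1 so polarization falls; 0% = enzyme with DMSO and 100% = wells lacking LYPLA1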
PME-1 inh: blocks human protein phosphatase methylesterase 1; recombinant PME-1, FP-Rh probe fluorescence polarization; hit rate 0.53% among 320,000; inhibition, % at 5.9 µM; Q9Y570;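 active means inhibition above the campaign mean of all compounds plus 3 SD, cut at about 26% in these data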;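 further: competitive labeling of PME-1 active site by serine hydrolase directed probe; 0% = PME-1 with DMSO and 100% = wells lacking PME-1 enzyme; inhibitors block probe labeling so polarization falls and inhibition rises; many of its hits are not listed in these tables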
GSTO1 inh: GSTO1 inhibition, counter-screen for RBBP9 inhibitors; inhibition, % at 5.96 µM; hit rate 1.1% among 300,000; P78417; recombinant GSTO1, activity-based probe fluorescence polarization;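 active means inhibition above the campaign mean inhibition plus 3 SD, cut at about 35% in these data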;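 further: 0% = GSTO1-1 with DMSO and 100% = wells lacking GSTO1-1 enzyme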
Target sequence (P78417 whole entry, looked up): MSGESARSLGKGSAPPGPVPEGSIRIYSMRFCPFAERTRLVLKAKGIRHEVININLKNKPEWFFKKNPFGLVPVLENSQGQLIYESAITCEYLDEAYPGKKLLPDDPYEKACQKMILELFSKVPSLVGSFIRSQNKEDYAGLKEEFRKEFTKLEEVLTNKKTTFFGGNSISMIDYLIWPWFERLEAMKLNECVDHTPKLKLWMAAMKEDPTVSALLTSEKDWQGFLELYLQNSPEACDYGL
PAD4 FP inh: PAD4 (human) enzyme inhibition; AID 485272; hit rate 0.41% among 330,000; recombinant PAD4, RCA probe fluorescence polarization; inhibition, % at 6.36 µM; Q9UM07;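 active means percent inhibition above a cutoff equal to the mean of all tested compounds plus 3 SD, cut at about 15% in these data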;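 further: 0% = PAD4 with RCA probe and DMSO and 100% = probe without PAD4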
The depositor's hits bear a star; . = not tested or not shown. This is a subset; the hit share may differ from the screen's.

SMILES | PAFAH2 inh | pPAFAH inh | Fam108B counter | PAFAH1B2 FP inh | PAFAH1B3 inh | LYPLA1 counter | PME-1 inh | GSTO1 inh | PAD4 FP inh
CCn1c(SCc2ccc(C(=O)OC)o2)nnc1-c1c[nH]c2ccccc12 | 5 | -2 | 3 | 6 | 9 | 2 | 1 | 7 | -4
C=CCC[C@@H](Cc1ccc(F)cc1)C(=O)OC[C@@H](Cc1ccccc1)NC(=O)[C@@H](CC=C)CC(=O)N[C@@H](CO)Cc1ccccc1 | -8 | 3 | . | -2 | 1 | . | . | . | -2
O=C(c1ccco1)N1CCN(C(=O)c2cc3c(=O)oc4ccccc4c3s2)CC1 | 0 | -1 | -2 | 1 | 2 | 2 | -10 | -2 | -3
Cc1ccccc1CN1[C@@H](CC2CCCCC2)COCCS1(=O)=O | 8 | 6 | 1 | 1 | 12 | -3 | 3 | -1 | 2
O=C1Nc2ccc(Cl)cc2[C@@](C#CC2CC2)(C(F)(F)F)O1 | . | 13 | -7 | . | . | -3 | -3 | -7 | -2
COc1ccc(Cl)cc1NC(=O)NC(C)C(C)(C)C (centres undefined) | -11 | 3 | 4 | -1 | 5 | 6 | 0 | 0 | 0
CCOC(=O)Cc1nn(Cc2nc(-c3ccc(C)cc3)cs2)c(=O)c2ccccc12 | 5 | 6 | -4 | 3 | 2 | -1 | -2 | 8 | 2
CC(Oc1cccnc1[N+](=O)[O-])C(=O)Nc1cccc(Cl)c1 (centres undefined) | -9 | 1 | . | -3 | 0 | 1 | 2 | . | 7
O=C(Nc1ccccc1)C1CCCN1C(=O)Nc1ccccc1[N+](=O)[O-] (centres undefined) | -3 | 1 | 1 | 5 | 1 | 2 | -1 | 1 | 2
N#C/C(=C\c1c[nH]c2ccccc12)C(=O)NC1CCCC1 | -2 | 4 | -2 | -3 | 1 | 0 | 4 | -2 | -2
Cc1cc(OCCn2cc(/C(N)=N/O)c3ccccc32)ccc1Cl | 1 | 10 | -2 | 4 | 9 | -2 | 1 | -3 | 4
c1cc[n+](CCCC[n+]2ccccc2)cc1 | -2 | 0 | 1 | 3 | -4 | 1 | -11 | -1 | -5
Cc1ccc(-n2[nH]c(=O)c3cccnc32)cc1 | 2 | -1 | 0 | 3 | 0 | -2 | 2 | 4 | -1
COCCCn1c(=O)c2ccccc2n(Cc2ccc(C)cc2)c1=O | -4 | 3 | -2 | 1 | 8 | 3 | 2 | 0 | 0
O=C(Nc1cc(C(F)(F)F)ccc1N1CCCCC1)c1ccc(Br)o1 | 1 | -1 | 0 | -3 | 0 | -4 | -3 | 4 | 2
Fc1ccccc1CSc1nnc(-c2ccccc2)o1 | -1 | 2 | 5 | 1 | 4 | -2 | -3 | 6 | -5
COc1ccc(C(=O)OC(C)C(=O)Nc2cc(C(F)(F)F)ccc2Cl)c(OC)c1OC (centres undefined) | -1 | 4 | 0 | 4 | -2 | -6 | 5 | 2 | 2
C=C(C)[C@H]1CC=C(C)C(=O)C1 | 7 | -2 | . | 4 | 3 | 2 | -2 | . | -1
O=C(Nn1cnnc1)C(c1ccccc1)c1ccccc1 | 1 | 2 | 3 | 5 | -1 | 3 | 1 | 7 | 2
COc1cc(NC(=O)c2ccc(N)nc2)cc(C(=O)Nc2cccc(C(F)(F)F)c2)c1 | -22 | -14 | -32 | -14 | -25 | -39 | -59 | -39 | -1
COc1ccc(-c2noc(N3CCC(C(=O)Nc4ccccc4OC)CC3)n2)cc1 | 4 | 0 | 0 | 0 | 1 | 0 | 4 | 7 | 0
CC(=O)c1ccc(NC(=O)CN2CCC(C(=O)c3ccc(F)cc3)CC2)cc1 | -3 | 3 | -3 | 3 | 10 | 0 | 3 | -1 | -2
C/C(N)=C(/C#N)C(=O)COC(=O)CNC(=O)c1ccc(Cl)cc1Cl | 3 | 5 | -3 | 5 | 11 | -5 | -4 | -6 | -7
CNC(=O)c1nn(-c2ccc(Cl)cc2)ccc1=O | 2 | 2 | 1 | -4 | 2 | 3 | -3 | 1 | -1
Cc1ccccc1N1CC(C(=O)Nc2ccc3c(c2)OCO3)CC1=O (centres undefined) | 6 | 6 | -1 | -3 | 1 | -1 | 1 | 9 | -6
Next section.
SMILES | PAFAH2 inh | pPAFAH inh | Fam108B counter | PAFAH1B2 FP inh | PAFAH1B3 inh | LYPLA1 counter | PME-1 inh | GSTO1 inh | PAD4 FP inh
CC1=CC(C#N)(C#N)C(C#N)(C#N)C(c2ccccc2)N1 (centres undefined) | . | 18 | 43* | . | . | 42* | 50* | 32 | 2
COc1cccc(NC(=O)NC2CC(=O)N(c3ccc4c(c3)OCCO4)C2)c1 (centres undefined) | 6 | 3 | 4 | 3 | 1 | 1 | 5 | 10 | -1
NC(=O)c1cc([N+](=O)[O-])ccc1NCCN1C(=O)c2ccc(C(=O)O)cc2C1=O | 6 | 3 | 0 | -1 | 4 | 0 | -1 | -4 | -1
N#C/C(=C\c1cn(CCOc2ccccc2)c2ccccc12)C(=O)NCc1cccs1 | -9 | 4 | -12 | 7 | 6 | -3 | 2 | 3 | 2
COc1ccc(Cl)cc1S(=O)(=O)N1CCCC(C(=O)N2CCCC2)C1 (centres undefined) | 4 | 3 | 1 | -6 | 7 | 5 | 4 | 0 | 0
O=C(CCCSc1nc2ccccc2[nH]1)NC1CCCCC1 | 3 | 1 | -1 | 6 | -2 | -2 | -7 | -9 | -6
CC1(C)CC(=O)C(CC2=C(N)CC(C)(C)CC2=O)=C(N)C1 | 0 | 3 | -5 | 2 | 6 | -1 | 1 | 3 | 0
CCCCC(=NCCc1c(C)[nH]c2ccccc12)C1=C(O)CC(c2ccccc2)CC1=O (centres undefined) | 4 | 0 | 0 | 1 | 2 | 0 | 9 | -5 | 2
O=c1[nH][nH]c(-c2ccccc2)c1C=Nc1ccc(C(F)(F)F)cc1 | 5 | -3 | 2 | 4 | -6 | -4 | 2 | 2 | -9
CCOC(=O)c1c(CC(C)C)csc1NC(C)=O | 5 | 4 | 2 | 5 | -2 | 3 | 0 | -1 | -2
COc1ccc(N(C)S(=O)(=O)c2cccc(C(=O)Nc3cccc(C(=O)NC4CC4)c3)c2)cc1 | -18 | -5 | . | -7 | -7 | -21 | -15 | . | 5
Cc1ccc(C)c(N2CCN(C(c3ccncc3)c3nnnn3Cc3ccccc3)CC2)c1 (centres undefined) | 5 | 5 | 1 | 3 | 3 | -4 | 6 | 5 | -1
COc1cccc(/C=C/C(=O)OCC(=O)c2c[nH]c3ccccc23)c1OC | 8 | -4 | -2 | 1 | 6 | -15 | -11 | -3 | -3
CCCOc1ccc(/C(O)=C2/C(=O)C(=O)N(CCCn3ccnc3)C2c2ccco2)cc1 (centres undefined) | 4 | -2 | 3 | 5 | 10 | 0 | 0 | 0 | -4
CCc1nnc(NC(=O)c2ncc(Cl)c(Cl)c2Cl)s1 | -21 | -1 | -5 | -4 | -2 | 2 | 3 | -5 | -2
OC(COc1ccc(CNCc2cccnc2)cc1)CN1CCc2ccccc2C1 (centres undefined) | 2 | 4 | -3 | -5 | 5 | -2 | -4 | 6 | 1
Cc1cc(C)cc(OCC(=O)N2N=C(C(F)(F)F)CC2(O)C(C)(C)C)c1 (centres undefined) | 0 | 8 | -4 | 7 | 4 | -2 | 0 | 0 | -5
Cc1cc(NS(=O)(=O)c2ccc(NC(=O)C(C)Oc3cc(C)c(Cl)c(C)c3)cc2)no1 (centres undefined) | -10 | 8 | -1 | 1 | 6 | -5 | 5 | -6 | -5
C#CCn1c(=NC(=O)c2ccc(Cl)s2)sc2cccc(OC)c21 | -16 | 3 | -9 | -2 | -8 | -1 | -8 | -2 | -6
CCOC(=O)Cc1csc(NC(=S)NC(=O)c2ccc([N+](=O)[O-])cc2)n1 | 8 | 0 | -1 | -3 | 3 | 8 | -5 | 3 | 2
NC(=O)C1(N2CCCCC2)CCN(Cc2ccc(F)cc2)CC1 | -6 | 9 | -2 | 1 | 2 | 0 | 4 | -2 | 1
Cc1ccc(F)cc1NC(=O)c1c(-c2ccccc2)noc1C | 7 | 0 | -2 | 3 | 6 | -1 | 0 | 2 | 2
CCCC(=O)NC(C)c1nc2ccccc2n1C (centres undefined) | -1 | 8 | 1 | 6 | 7 | 3 | -1 | 7 | 4
COc1ccc2cc(C3(C)NC(=O)N(CC(=O)Nc4c(C)n(C)n(-c5ccccc5)c4=O)C3=O)ccc2c1 (centres undefined) | 2 | 5 | -4 | -2 | 3 | -2 | -4 | -1 | -4
O=C(Cn1cncn1)N/N=C/c1ccncc1 | 1 | -5 | -1 | -5 | 12 | 3 | -3 | 5 | -3
Continued.
SMILES | PAFAH2 inh | pPAFAH inh | Fam108B counter | PAFAH1B2 FP inh | PAFAH1B3 inh | LYPLA1 counter | PME-1 inh | GSTO1 inh | PAD4 FP inh
Cn1c(Cc2ccccc2)nnc1SCC(=O)c1cccs1 | 1 | 3 | 5 | 5 | 3 | -2 | -2 | -1 | -3
O=C(CCCl)N(Cc1nc2ccccc2c(=O)[nH]1)Cc1cccs1 | 11 | -1 | -4 | 4 | 11 | 0 | -3 | 34 | -2
Cc1cc(C)c2c(c1)/C(=c1/sc3n(c1=O)CN(c1ccccc1)CN=3)C(=O)N2 | 11 | 6 | 1 | 2 | 10 | -1 | 3 | 14 | -6
CCNC(=O)C12CCC(C)(C(=O)C1Br)C2(C)C (centres undefined) | -6 | -2 | -1 | 5 | 5 | -2 | -3 | -1 | -4
CCn1cc(C(=O)NCCCN2CCCCCC2)c(=O)c2cc(S(=O)(=O)N3CCc4ccccc4C3)ccc21 | 12 | 0 | 0 | 1 | 2 | -1 | -3 | -2 | -2
CCn1c(/C=C/Nc2ccccc2)[n+](CC)c2ccc(Cl)cc21 | -6 | -2 | -4 | 5 | -1 | 3 | -10 | 5 | 4
CCC1Oc2ccccc2N(CC(=O)NCCCN2CCC(C)CC2)C1=O (centres undefined) | 2 | 3 | 0 | 0 | 6 | -1 | -6 | -4 | 0
CCc1cccc(C)c1NC(=O)CN1C(=O)NC(Cc2ccccc2)C1=O (centres undefined) | 6 | 6 | 1 | 2 | 5 | 2 | 1 | 6 | 3
CCCCNC(=O)c1onc(CSc2ccc(F)cc2)c1C(=O)O | 5 | 11 | -4 | 1 | 5 | 1 | -3 | -24 | 1
COc1cc(/C=C2\SC(=O)N(CC(=O)Nc3ccc(C)cc3)C2=O)cc(Cl)c1OCC(=O)O | 2 | 9 | -6 | -2 | 2 | -2 | -1 | -9 | 0
COC(=O)/C=C1\C(=O)N(c2nc3ccc(OC)cc3s2)C(=S)N1c1ccc(F)cc1 | . | 1 | 1 | . | . | -1 | 4 | 0 | -5
O=C(NNC(=O)c1ccccc1C(=O)O)c1ccc(O)cc1 | 4 | 0 | 3 | 6 | 10 | -2 | 2 | 4 | -1
COc1cc(CNCCSc2nnnn2C)cc(Br)c1OCc1ccccc1F | -1 | 8 | 9 | 1 | -3 | -3 | -6 | 0 | -1
CCOC(=O)C1CC(c2ccccc2)=NNC1=O (centres undefined) | 3 | 2 | -2 | 6 | -3 | 0 | -3 | -2 | 0

Pulled by compound from above (two):
SMILES | PAFAH2 inh | pPAFAH inh | Fam108B counter | PAFAH1B2 FP inh | PAFAH1B3 inh | LYPLA1 counter | PME-1 inh | GSTO1 inh | PAD4 FP inh
CCNC(=O)C12CCC(C)(C(=O)C1Br)C2(C)C (centres undefined) | -6 | -2 | -1 | 5 | 5 | -2 | -3 | -1 | -4
COC(=O)/C=C1\C(=O)N(c2nc3ccc(OC)cc3s2)C(=S)N1c1ccc(F)cc1 | . | 1 | 1 | . | . | -1 | 4 | 0 | -5
